From PubChem BioAssay
EPAC1 antagonist: blocks human EPAC1 exchange factor | EPAC1 GEF assay, Rap1b-BODIPY-GDP exchange fluorescence | Potency, µM (series often up to 115 µM), for inactives: top-dose activity change, negative = inhibition, most hits filed as inhibitors | hit rate 0.14% among 360,000 | AID 720709;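 note: potency is the fitted concentration of half-maximal effect; plate controls were vehicle for no effect and positive control for full effect; nearly all actives have a fitted effect of over 50% in size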
Target sequence (O95398 whole entry, looked up): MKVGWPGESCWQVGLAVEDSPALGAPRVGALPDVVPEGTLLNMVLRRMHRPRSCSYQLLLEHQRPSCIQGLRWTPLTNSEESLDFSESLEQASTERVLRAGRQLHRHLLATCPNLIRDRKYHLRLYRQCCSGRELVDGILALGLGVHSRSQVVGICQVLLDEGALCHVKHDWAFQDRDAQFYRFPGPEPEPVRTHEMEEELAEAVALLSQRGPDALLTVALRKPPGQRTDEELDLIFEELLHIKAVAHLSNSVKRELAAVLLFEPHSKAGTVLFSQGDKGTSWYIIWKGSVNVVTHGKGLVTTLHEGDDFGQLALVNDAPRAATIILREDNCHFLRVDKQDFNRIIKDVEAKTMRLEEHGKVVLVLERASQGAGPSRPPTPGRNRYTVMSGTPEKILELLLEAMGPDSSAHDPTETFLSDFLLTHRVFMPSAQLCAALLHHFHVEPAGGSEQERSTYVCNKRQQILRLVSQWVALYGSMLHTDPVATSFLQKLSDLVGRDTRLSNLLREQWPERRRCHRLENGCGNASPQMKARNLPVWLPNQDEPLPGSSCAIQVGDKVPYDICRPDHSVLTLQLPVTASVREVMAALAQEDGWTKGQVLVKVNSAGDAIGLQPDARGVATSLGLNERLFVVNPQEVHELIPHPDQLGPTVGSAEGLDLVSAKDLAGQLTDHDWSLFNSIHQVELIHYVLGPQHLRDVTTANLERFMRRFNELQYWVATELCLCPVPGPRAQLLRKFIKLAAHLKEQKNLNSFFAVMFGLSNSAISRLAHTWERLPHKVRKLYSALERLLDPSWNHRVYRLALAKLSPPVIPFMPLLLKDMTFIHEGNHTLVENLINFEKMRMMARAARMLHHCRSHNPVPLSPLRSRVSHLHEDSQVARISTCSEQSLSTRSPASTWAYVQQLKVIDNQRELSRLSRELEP
EPAC2 agonist: agonists of human EPAC2 (RAPGEF4); EPAC2 activation, biochemical qHTS; response scale: 100% = 6.5 mM cAMP response; Potency, µM (doses to about 154 µM), for the others: top-dose activation, hits mostly activators; hit rate 0.079% among 360,000; AID 720711; note: potency is the fitted concentration of half-maximal effect; nearly all actives have a fitted effect of over 50% in size
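In this primary screen, activation is scored as increased exchange of BODIPY-GDP from Rap1B by 100 nM EPAC2, with 50 uM GDP as competitor. Signal is normalized to the 6.5 mM cAMP agonist control.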
WRN helicase inh: blocks human WRN helicase; Q14191; WRN helicase unwinding, fluorescent forked duplex, kinetic; Potency, µM (titrated, usually from 114 µM), inactives show top-dose activity change, negative = inhibition, actives largely listed as inhibitors; hit rate 0.46% among 360,000; note: potency is the fitted concentration of half-maximal effect; % is set by controls: 0 for no effect and ±100 for the full control effect; nearly all actives have a fitted effect of over 55% in size
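WRN at 20 nM final preincubated with compound 15 min at room temperature; reaction started with 100 nM fluorophore/quencher forked duplex oligonucleotide and 2 mM ATP final. Unwinding followed kinetically by red fluorescence (ex 525, em 598 nm).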
IL2 activator: activators of IL-2; IL-2 activation reporter assay, cell-based qHTS; stimulated with anti-CD3/CD4/CD28 beads; in transgenic mouse T cells; activation, % (series mostly up to about 46 µM); hit rate 0.065% among 360,000; AID 652025; in the data active = activation above about 50%; inconclusive = mostly about 30% to 49%; note: 0% is about no effect
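Using fluorescent plate cytometry, EGFP and DsRed are detected in transgenic mouse T cells stimulated 18 h at 37 degrees C with antibody-coated beads after 60 min compound pretreatment.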
CCT modulator: modulators of cytosolic chaperonin (CCT/TRiC) activity. activity change, % (concentration not given with the values), hits read low. hit rate 0.3% among 360,000. purified chaperonin ATPase assay, HTRF ADP detection, 30 min; in the data active = activity change below about -30%; note: % is set by controls: 0 for no effect and ±100 for the full control effect
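First, chaperonin was dispensed at 40 nM or 20 nM final depending on batch activity. Next, compounds were pinned at 76 uM and ATP added at 10 uM. After 30 min at 37 °C, ADP detection reagents ran 30 min at ambient temperature.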
EPAC1 agonist: agonists of human EPAC1 | EPAC1 agonist qHTS, biochemical assay; response scale: 100% = response to 6.5 mM cAMP | Potency, µM (series often up to 154 µM), without a hit: top-dose activation, hits mostly activators | hit rate 0.073% among 360,000 | O95398; note: potency is the fitted concentration of half-maximal effect; nearly all actives have a fitted effect of over 60% in size
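Nucleotide exchange assay: 100 nM EPAC1 with 250 nM Rap1B loaded with BODIPY-GDP and 50 uM GDP, room temperature. Fluorescence (480/540 nm) read every 5 min for 30 min; signal change normalized to 6.5 mM cAMP as full agonist.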
PLK1 PBD block: blocks phosphopeptide binding to human PLK1 polo-box domain; P53350; Plk1 PBD binding of FITC phosphopeptide, fluorescence polarization; Potency, µM, without a hit: max response, negative = inhibition, actives largely listed as inhibitors; hit rate 2.8% among 360,000; note: potency is the fitted concentration of half-maximal effect; series mostly up to about 57 µM; % is set by controls: 0 for no effect and ±100 for the full control effect; nearly all actives have a fitted effect of over 65% in size
PI5P4K alpha inh: blocks human PI5P4K alpha kinase activity. P48426. hit rate 1.2% among 330,000. max response, %. PI5P4Kalpha enzyme, ADP-Glo luminescence, 60 min; active compounds read low. AID 652105; active = max response of -50% or lower; inconclusive = between -30% and -50%; inactive = -30% or higher; note: value at the top dose of about 77 µM; % is set by controls: 0 for no effect and ±100 for the full control effect
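ADP-Glo luminescence end-point read after a 60 min room-temperature kinase reaction of PI5P4Kalpha plus substrate, initiated with ATP at 5 microM final. Buffer: 0.038 M HEPES pH 7.4, EGTA, 0.1% CHAPS, 5% DMSO.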
* = called active by the depositor; ? = inconclusive; nt = not tested or not shown. Unless noted, calls come from the whole dose curve; as a rule, active = well fitted curve in the direction sought with a large enough effect; inconclusive = small, poorly fitted or top-dose-only effect, or another doubt; inactive = no such curve, though single readings can be large; an effect the other way counts as inactive or inconclusive. This is a subset; the hit share may differ from the screen's.

Screens in order – EPAC1 antagonist | CCT modulator | IL2 activator | EPAC2 agonist | PI5P4K alpha inh | WRN helicase inh | PLK1 PBD block | EPAC1 agonist
N/C(=N\OC(=O)Oc1ccccc1)c1ccc([N+](=O)[O-])cc1
    9% | -2.3 | 0.5 | 0% | -2 | -23% | -12% | 4%
Cc1cccc(Nc2nc(N)nc(CN3CCC(C(N)=O)CC3)n2)c1C
    10% | 0.4 | -0.1 | 6% | 4 | 1% | -7% | 3%
CCOc1ccc(NC(=O)CC(NCc2ccccn2)C(=O)O)cc1 (stereo unspecified)
    20% | -1.9 | -0.1 | -1% | 5 | 3% | -5% | 2%
O=C(CCN1CCOCC1)NCc1ccccc1
    -3% | -3.1 | 0.5 | 20% | 4 | 8% | -1% | 13%
COc1ccc(C(=O)NCC(=O)OCc2csc(-c3ccccc3)n2)cc1
    -13% | 1.0 | 0.6 | 10% | 6 | -19% | -22% | 12%
O=C(O)CCCn1c(=O)c2cccn2c2ccc(F)cc21
    2% | -0.2 | -3.3 | 14% | -5 | 4% | -8% | 7%
COCCNC(=O)/C(C#N)=C/C=C/c1ccccc1
    2% | -0.4 | -1.5 | 1% | -6 | 4% | -15% | -7%
COC(=O)C1C(O)=C(C(C)=Nc2cccc3ccccc23)C(=O)CC1(C)C (stereo unspecified)
    -12% | 0.3 | 4.0 | 18% | 2 | 4% | -13% | 4%
O=C1c2ccccc2C(=O)N1Cc1ccc2c(c1)OCO2
    -9% | 1.0 | -0.9 | 10% | nt | -11% | 1% | 16%
COC(=O)[C@@]1(C)[C@H]2C(=O)N(Cc3ccccc3)C(=O)[C@H]2[C@H]2CN=C(SC)N21
    -4% | -1.5 | 0.0 | 7% | 2 | -2% | -20% | -16%
COc1ccc(F)c(CN2CCC(N3CCC(C(=O)N4CCOCC4)CC3)CC2)c1
    2% | 0.5 | 0.1 | 3% | -2 | 11% | -5% | -7%
Cc1ccc(NC(=O)CSc2n[nH]c(-c3ccncc3)n2)cc1
    -21% | 0.9 | -0.2 | -1% | nt | -1% | -1% | -2%
CCOC(=O)c1c(C)[nH]c(C(=O)COC(=O)c2oc3ccccc3c2C)c1C
    -4% | -3.6 | -1.8 | -7% | 5 | 3% | -7% | 1%
O=C(CCNC(=O)c1ccc(Br)o1)NCc1ccccc1Cl
    4% | -0.4 | -4.2 | -2% | nt | 7% | 0% | -1%
Cc1cc(NC(=O)COc2ccc3c(C)c(C)c(=O)oc3c2)no1
    10% | 0.0 | -2.8 | 1% | -4 | 13% | 5% | 0%
COc1ccc(-n2nc(C(=O)NCC(=O)NCCN(C)C)c3ccccc3c2=O)cc1
    -1% | -1.1 | 2.6 | 10% | -5 | 1% | -11% | 12%
COc1ccc(C2C(C(=O)c3ccccc3)=C(C)Nc3nc4ccccc4n32)c(OC)c1 (stereo unspecified)
    1% | 0.1 | -3.5 | 2% | -1 | 0% | 6% | -1%
Cc1nc(N)c(CC(Br)CBr)c(Cl)n1 (stereo unspecified)
    3% | 1.0 | -0.4 | 6% | 5 | -10% | -8% | 1%
COc1ccc(S(=O)(=O)N2CCOCC2)cc1NC(=O)c1ccc2c(c1)OCCO2
    0% | -2.6 | -0.8 | -2% | 2 | -3% | 4% | 4%
CCC(CO)Oc1cc(NCc2cc(C)cc(C)c2)c2ncn(C(C)C)c2c1 (stereo unspecified)
    -16% | -0.8 | -3.3 | 2% | 1 | -13% | 7% | -11%
CC(C)(C)c1ccc(O)c(O)c1
    -20% | -0.7 | 0.1 | 13% | -88* | 1% | -8% | -6%
CCOC(=O)C1=C(C)NC(SCC(N)=O)=C(C#N)C1c1ccccc1 (stereo unspecified)
    -14% | -0.1 | 1.6 | 1% | nt | -20% | -7% | 4%
CCN(CC)C(=O)CSc1nc2sc3c(c2c(=O)n1CCCOC)CCC3
    -6% | 2.8 | -0.8 | 5% | -14 | -11% | 24µM* | 8%
COc1cc(-c2nnc(SCc3cc(=O)oc4cc(O)c(O)cc34)o2)cc(OC)c1OC
    ? | 0.2 | -2.9 | 4% | nt | 10µM* | ? | -1%
O=C(O)COc1ccc(/C=N/n2cnc3scc(-c4cccs4)c3c2=O)cc1
    -13% | -0.4 | 0.6 | 2% | 3 | 0% | -10% | 2%
COc1ccc(-c2c(-c3cc(OC)c(OC)c(OC)c3)noc2C)cn1
    3% | -1.7 | 1.4 | 13% | 0 | 1% | -4% | -4%
COC(=O)c1ccc(COc2ccc(C(C)(C)C)cc2)o1
    -11% | -1.4 | 1.1 | 14% | 31 | -12% | 1% | -3%
Cc1cc(Cl)ccc1NC(=O)CCCN1C(=O)CCC1=O
    -5% | -0.4 | -0.3 | 9% | nt | -4% | -6% | 6%
CCOc1ccc(N(C)C(=O)CCc2nnc3ccc(N4CCCCC4)nn23)cc1
    -7% | -1.7 | -0.4 | -7% | -5 | 6% | -11% | -9%
N#Cc1c(C(F)(F)F)cc(-c2ccc(Cl)cc2)[nH]c1=O
    40µM* | -1.2 | 2.1 | -2% | -11 | -25% | ? | -15%
O=C(COC(=O)c1cc(=O)c2ccccc2o1)NCc1ccc(Cl)cc1
    -1% | -16 | 1.0 | 1% | -22 | -6% | -9% | -7%
COc1cc(NC(=O)c2ccc([N+](=O)[O-])cc2)c(OC)cc1NC(=O)CC(C)C
    6% | -0.1 | -0.2 | -11% | 0 | 0% | -2% | 16%
FC(F)Oc1ccc(NC(=S)NC2CCSc3ccccc32)cc1 (stereo unspecified)
    -19% | -1.8 | -4.7 | 20% | 16 | -29% | -5% | 4%
Cc1ccc(N(CC(=O)NC2CCCC2)C(=O)c2ccc(C)s2)cc1
    5% | 1.6 | -0.7 | 8% | -4 | 0% | -5% | -10%
Cc1cc2nn(-c3ccc(Cl)cc3)nc2cc1N
    1% | 0.2 | 0.3 | -2% | -5 | 6% | -9% | -1%
CSc1nsc(/C=C/Nc2ccc(C)c(C)c2)c1C#N
    5% | 0.1 | 2.0 | 0% | 1 | 2% | 3% | -9%
O=C(N/N=C1\CCCc2ccccc21)c1ccccc1Cl
    -5% | 0.5 | -2.8 | 1% | 1 | -5% | 1% | 3%
COc1cccc(NC(=O)C2CCCN2C(=O)Nc2cccc(F)c2)c1 (stereo unspecified)
    -6% | -0.1 | -1.4 | 11% | -5 | -2% | -5% | 7%
CCn1c(=O)c2c(nc3n2CCN3c2ccccc2)n(C)c1=O
    -3% | -3.3 | 2.3 | 15% | -6 | -4% | -5% | -4%
O=C(NCCO)c1cccc(-c2cnc3cccnn23)c1
    2% | -3.5 | -0.1 | 7% | -11 | -7% | -10% | 7%
Cc1ccc2c(C)nc(N/C(N)=N/S(=O)(=O)c3ccccc3)nc2c1
    -16% | -3.0 | -0.9 | 2% | 2 | 8% | -12% | 10%
Cc1cccc(CCNC(=O)CCc2nc(-c3ccccc3F)no2)c1
    -8% | -3.9 | -3.1 | 16% | 2 | -7% | ? | -4%
O=[N+]([O-])c1cnc(N2CCCCC2)c([N+](=O)[O-])c1
    1% | 0.0 | 0.4 | -13% | -3 | -14% | -7% | 0%
CCOC(=O)C1CCCN(Cc2ccc(OCc3ccccc3)cc2)C1 (stereo unspecified)
    -22% | -0.2 | -0.9 | 14% | 1 | -4% | -24% | -3%
COc1ccccc1OCCOCCn1cnc2ccccc2c1=O
    16% | -2.2 | -1.5 | 5% | nt | 4% | -6% | -2%
CC(C)CN1C(=O)c2ccc(C(=O)Nc3c[nH]c(=O)[nH]c3=O)cc2C1=O
    8% | -3.2 | 1.2 | -9% | 0 | -2% | -3% | 1%
CC(C)C[C@H](NC(=O)Nc1ccc(Oc2ccccc2)cc1)C(=O)O
    10% | -1.8 | 0.0 | -17% | -3 | 10% | -4% | 0%
C[C@]12c3[nH]c4ccccc4c3CCN1C(=O)C(CC(=O)NCCCn1ccnc1)C[C@@H]2C(=O)N1CCOCC1 (stereo partly specified)
    7% | -0.9 | 2.2 | 4% | 0 | -2% | -7% | -7%
Brc1cccc(CNCc2cccs2)c1
    -10% | 0.4 | -0.3 | 6% | 1 | 3% | -2% | 0%
COc1ccc(NC(=O)c2ccc(NC(=O)c3cccs3)cc2)cc1
    -13% | -4.2 | -2.5 | 5% | -1 | -31% | -6% | -3%
Cc1ccc(S(=O)(=O)N/N=C/c2cccc3nccnc23)cc1
    -4% | -1.4 | 0.4 | -3% | 3 | 8% | -4% | -2%
CCOC(=O)N/N=C/c1ccc(C)o1
    0% | -0.3 | 0.0 | 11% | nt | 3% | -4% | 7%
Cc1cc(=O)oc2c(CN3CCOCC3)c(O)ccc12
    -22% | -2.0 | -2.5 | 11% | -2 | 2% | -11% | 4%
COc1cccc(CNC(=O)CCNS(=O)(=O)c2ccc3c(c2)oc(=O)n3C)c1
    -18% | -1.8 | -0.1 | 8% | 4 | -1% | -16% | 9%
CC(C)C[C@H](NC(=O)N1CCn2c1nc1ccccc12)C(=O)N[C@H](Cc1ccccc1)C(=O)O
    -1% | 0.4 | 0.6 | 3% | -1 | 1% | -7% | -16%
O=C(CCN1CCCCO1)N1CCCC(Nc2cccc(F)c2)C1 (stereo unspecified)
    -15% | -1.2 | -4.0 | 4% | -6 | -5% | -11% | 0%
O=C(NC12CC3CC(CC(C3)C1)C2)N1CCC(n2nnc3ccccc32)CC1
    14% | -0.4 | -0.5 | -5% | 0 | -1% | 1% | 0%
CCC(=O)N1CCN(c2ccc(NC(=O)c3ccco3)cc2)CC1
    0% | 1.3 | -1.1 | 9% | 9 | 0% | 1% | 4%
COc1ccccc1CN(C)C(=O)C(NC(=O)Cc1cccc2ccccc12)C(C)C (stereo unspecified)
    -11% | 0.1 | -3.2 | 13% | 3 | -3% | 27µM* | 21%
CCC(=O)Nc1cc2c(cc1C(C)=O)OCCO2
    -3% | 0.0 | 0.4 | 4% | 2 | -5% | 2% | 2%

(listing goes on)
Screens in order – EPAC1 antagonist | CCT modulator | IL2 activator | EPAC2 agonist | PI5P4K alpha inh | WRN helicase inh | PLK1 PBD block | EPAC1 agonist
NC(=O)Nc1ccc(C(=O)OCC(=O)NCc2ccc3c(c2)OCO3)cc1
    -8% | 2.2 | 1.0 | 2% | -3 | -8% | -6% | 2%
COc1ccc(/C=C(\NC(=O)c2ccc([N+](=O)[O-])cc2)C(=O)NCCN2CCOCC2)cc1
    4% | -1.8 | 2.3 | 7% | 3 | -7% | 0% | 3%
C/C(=N\Nc1cccc(Cl)c1)c1ccncc1
    -1% | -9.2 | 0.8 | 7% | 0 | -5% | -4% | 9%
O=C(COC(=O)C1CC(O)CN1S(=O)(=O)c1ccc(Cl)cc1)c1ccccc1Cl (stereo unspecified)
    -7% | -2.5 | -0.2 | -6% | 1 | -3% | -3% | -10%
CCCC[n+]1ccn(-c2nc3ccccc3nc2[N-]S(=O)(=O)c2ccc(C)cc2)c1
    -4% | 2.7 | -2.2 | 4% | nt | -10% | -14% | 3%
